Screens: PubChem, National Center for Advancing Translational Sciences (NCATS)
DT40 TDP1 no CPT: qHTS for Inhibitors of human tyrosyl-DNA phosphodiesterase 1 (TDP1): qHTS in cells in absence of CPT | DT40 Tdp1-/- hTDP1 cells, no CPT, ATP luminescence, 48 h | Potency, µM (top dose mostly 46.2 µM), inactives show top-dose activity change, negative = growth inhibition, hits mostly inhibitors | actives 15% (n = 420,000) | AID 686978, 2013; further: nearly all actives have a fitted effect of over 55% in size
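Camptothecin absent (DMSO only). Human TDP1-complemented DT40 knockout cells, 400 cells/well, 37 °C for minimum 48 hr; ATP measured via CellTiter-Glo, 30 min dark incubation, luminescence.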
TDP1 block: inhibitors of human tyrosyl-DNA phosphodiesterase TDP1; Q9NUW8; Potency, µM (series often up to 130 µM), for inactives: at the top dose activity change, negative = inhibition, most hits filed as inhibitors; actives 0.28% (n = 350,000); recombinant TDP1, AlphaScreen DNA substrate cleavage; further: nearly all actives have a fitted effect of over 40% in size
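Recombinant human Tdp1 (E. coli-expressed, 1 nM final) preincubated with compounds 15 min at room temperature, then 5'-biotin/3'-phosphotyrosine-FITC DNA substrate (15 nM final) added for 5 min. AlphaScreen beads (10 ug/ml final) added 10 min; cleavage lowers signal.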
GCN5L2 inh: inhibitors of human GCN5L2 histone acetyltransferase | Q92830 | GCN5L2 HAT assay, ThioGlo1 CoA-SH fluorescence | Potency, µM (titrated, usually from 58.9 µM), for inactives: at the top dose activity change, negative = inhibition, hits mostly inhibitors | actives 0.21% (n = 390,000) | AID 504327
Target sequence (Q92830 whole entry, looked up): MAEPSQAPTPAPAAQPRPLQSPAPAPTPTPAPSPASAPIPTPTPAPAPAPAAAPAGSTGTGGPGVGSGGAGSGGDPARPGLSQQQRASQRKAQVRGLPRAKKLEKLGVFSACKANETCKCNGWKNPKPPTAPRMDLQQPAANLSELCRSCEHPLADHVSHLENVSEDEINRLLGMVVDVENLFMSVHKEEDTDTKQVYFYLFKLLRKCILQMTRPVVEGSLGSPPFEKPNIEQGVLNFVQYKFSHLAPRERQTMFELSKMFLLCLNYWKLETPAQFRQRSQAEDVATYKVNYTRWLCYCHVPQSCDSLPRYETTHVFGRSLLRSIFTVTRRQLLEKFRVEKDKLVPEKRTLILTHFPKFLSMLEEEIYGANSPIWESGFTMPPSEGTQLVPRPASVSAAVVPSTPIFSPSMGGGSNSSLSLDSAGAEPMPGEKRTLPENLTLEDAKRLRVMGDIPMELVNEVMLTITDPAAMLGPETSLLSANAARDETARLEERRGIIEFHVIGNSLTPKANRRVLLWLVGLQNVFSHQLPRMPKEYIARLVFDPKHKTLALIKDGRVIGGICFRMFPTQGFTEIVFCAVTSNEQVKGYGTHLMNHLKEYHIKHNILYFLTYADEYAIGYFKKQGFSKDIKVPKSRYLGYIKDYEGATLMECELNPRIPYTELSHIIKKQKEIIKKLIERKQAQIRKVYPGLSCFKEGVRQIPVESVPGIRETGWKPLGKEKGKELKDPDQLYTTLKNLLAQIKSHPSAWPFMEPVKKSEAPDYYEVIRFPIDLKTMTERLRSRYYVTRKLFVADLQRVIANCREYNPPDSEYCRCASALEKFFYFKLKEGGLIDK
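Free CoA generated was detected with ThioGlo1 (50uM) fluorescence at Ex340nm/Em540nm, read immediately and after 20 min at room temperature. Enzyme, 20 nM in HEPES pH 7.5 buffer, saw compounds 15 min before adding 75uM H3(1-25) peptide and 70uM acetyl-CoA.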
* marks the source's active call; other numbers are inactive results; u = inconclusive; x = no result given; [ ] = dose if it differs, or a comment. The call rests on the fitted dose curve; in most records, active means well fitted curve in the direction sought with a large enough effect; inconclusive means small, poorly fitted or top-dose-only effect, or another doubt; inactive means no such curve, though single readings can be large; an effect the other way counts as inactive or inconclusive. On the % scale 0 is the no-effect control and ±100 the full control effect; potency means the concentration at half of the fitted maximal effect.

SMILES	DT40 TDP1 no CPT	TDP1 block	GCN5L2 inh
Cc1cccc(N(CC(=O)NC2CCCC2)C(=O)c2nsc(Cl)c2Cl)c1C	u	-1.2%	24.1%
CCCN(CC(=O)Nc1ccccc1C)C(=O)c1cc(=O)[nH]c2ccccc12	-16.5%	4.9%	-7.4%
CCOC(=O)N1CCN(Cc2nc(N)nc(Nc3ccc(OC)cc3)n2)CC1	-15.5%	3.9%	0.6%
Cc1ccnc2nc(C(=O)OCC(=O)c3ccc(NC(=O)CC(C)C)cc3)nn12	-7.8%	-3.5%	-9.0%
C/C(NC(=O)c1ccccc1)=C1/C(=O)CC2C1C2(C)C (centres undefined)	u	1.0%	-0.9%
Cc1coc2c(C)c3oc(=O)c(CCC(=O)NCCN4CCOCC4)c(C)c3cc12	-21.7%	x	-4.3%
COc1ccccc1N1CCN(c2nc(C)cc(C)c2C#N)CC1	-24.8%	0.3%	-0.4%
CC(NC(=O)CCNS(=O)(=O)c1cccc2nonc12)c1ccccc1 (centres undefined)	-15.9%	6.1%	-0.7%
CCOc1ccc(-n2c(=O)c3c4c(sc3n(CC(=O)Nc3cccc(C(F)(F)F)c3)c2=O)CCCCC4)cc1	-0.4%	1.8%	1.1%
COc1ccccc1CC(NC(C)=O)C(=O)NC1CCN(c2nnnn2-c2ccccc2)CC1 (centres undefined)	-1.8%	-3.3%	3.6%
CCOC(=O)C1=C(O)c2ccccc2C(=O)/C1=C\c1ccc(C)cc1	5.8µM*	5.5%	-9.4%
Fc1ccc(Nc2nc(N3CCOCC3)c3ccccc3n2)cc1	23.1µM*	3.1%	-12.6%

Another view of some results above.
SMILES,DT40 TDP1 no CPT,TDP1 block,GCN5L2 inh
CCOC(=O)C1=C(O)c2ccccc2C(=O)/C1=C\c1ccc(C)cc1,5.8µM*,5.5%,-9.4%
COc1ccccc1CC(NC(C)=O)C(=O)NC1CCN(c2nnnn2-c2ccccc2)CC1 (centres undefined),-1.8%,-3.3%,3.6%
CCOC(=O)N1CCN(Cc2nc(N)nc(Nc3ccc(OC)cc3)n2)CC1,-15.5%,3.9%,0.6%

Next section.
SMILES	DT40 TDP1 no CPT	TDP1 block	GCN5L2 inh
CSc1nc2sc3c(c2c(=O)[nH]1)CCc1ccccc1-3	-1.5%	-0.6%	0.6%
O=C(COc1ccccc1Cl)Nc1ccc(Cl)cn1	-3.1%	-1.0%	-0.1%
O=C(c1cnn2c(C(F)F)cc(C3CC3)nc12)N1CCOCC1	-16.6%	0.0%	1.6%
CCCCCC1NC(=O)NC1CCCCCC(=O)O (centres undefined)	-4.9%	9.1%	-0.9%
CC(=O)c1ccc(NC(=O)C2CCN(S(=O)(=O)c3ccc4c(c3)N(C(C)=O)CCO4)CC2)cc1	-22.1%	-13.0%	-1.7%
CN(C(=O)C1CCC(=O)N(Cc2ccccc2F)C1)C1CCOCC1 (centres undefined)	-23.2%	2.8%	-1.7%
COc1ccc(-c2cc(C(=O)N3CCCC3)c3ccccc3n2)cc1	6.2%	1.5%	-18.5%
O=C1NCCCC1C(=O)Nc1cccc(C(F)(F)F)c1 (centres undefined)	-6.9%	4.0%	-0.5%
Cc1cccc(CNc2cc(-c3c(C)noc3C)ncn2)c1	u	x	-4.4%
CC(=C/c1ccco1)/C=N/N1CCN(c2ccccc2)CC1	-3.4%	5.8%	-12.4%
CN1CCN(C(=O)/C=C/c2ccc([N+](=O)[O-])cc2)CC1	-0.5%	0.0%	-6.6%
CCOc1ccccc1NC(=S)N1CCCCCC1	u	2.2%[56.1 µM]	u

Gathered by group, the entries above with sulfur.
SMILES	DT40 TDP1 no CPT	TDP1 block	GCN5L2 inh
Cc1cccc(N(CC(=O)NC2CCCC2)C(=O)c2nsc(Cl)c2Cl)c1C	u	-1.2%	24.1%
CC(NC(=O)CCNS(=O)(=O)c1cccc2nonc12)c1ccccc1 (centres undefined)	-15.9%	6.1%	-0.7%
CCOc1ccc(-n2c(=O)c3c4c(sc3n(CC(=O)Nc3cccc(C(F)(F)F)c3)c2=O)CCCCC4)cc1	-0.4%	1.8%	1.1%
CSc1nc2sc3c(c2c(=O)[nH]1)CCc1ccccc1-3	-1.5%	-0.6%	0.6%
CC(=O)c1ccc(NC(=O)C2CCN(S(=O)(=O)c3ccc4c(c3)N(C(C)=O)CCO4)CC2)cc1	-22.1%	-13.0%	-1.7%
CCOc1ccccc1NC(=S)N1CCCCCC1	u	2.2%[56.1 µM]	u

Further results:
SMILES	DT40 TDP1 no CPT	TDP1 block	GCN5L2 inh
Cc1ccc(CNC(=O)C2CCN(S(=O)(=O)c3ccc4c(c3)CC(C)N4C(=O)C3CC3)CC2)cc1 (centres undefined)	0.0%	1.8%	-6.8%
Cc1ccc(S(=O)(=O)N(Cc2ccccc2)c2ccccc2C(=O)Nc2ccccc2C(=O)NCc2ccco2)cc1	u	0.0%	-13.1%
CCCCN1CCNC[C@@H]1Cc1ccc(O)cc1	1.3%	-3.3%	-3.5%
CCn1c(SCC(=O)NC(=O)NCc2ccco2)nc2sc(C)c(C)c2c1=O	u	-8.8%	-12.9%
Cc1cccc(NC(=O)CSCc2c(C)noc2C)c1C	-14.2%	2.0%	-0.4%
CCOC(=O)C1CCCN(C2=NC(=O)/C(=C/c3ccc(O)c(OCC)c3)S2)C1 (centres undefined)	u	x	-17.1%
O=C(CSc1nc2c([nH]c3ccccc32)c(=O)n1-c1cccc(Cl)c1)N1CCCC1	0.4%	3.3%	-2.3%
O=C1CC(N2CCCc3ccccc32)C(=O)N1c1ccccc1Cl (centres undefined)	-11.5%	10.6%[56.1 µM]	-5.5%
CCc1ccc(OCC(=O)NCC(c2ccc(Cl)cc2)N2CCCCC2)cc1 (centres undefined)	u	-3.8%	-6.0%
CCCN(CCC)CCCNC(=O)C(NS(=O)(=O)c1ccc2c(c1)CCC(=O)N2)c1ccccc1 (centres undefined)	-14.9%	-2.6%	2.4%
NC(=O)C1CCN(C(=O)c2cnn(-c3ccccc3)c2NC(=O)c2ccco2)CC1	-8.0%	1.9%	7.3%
CC(C)CCn1c(C(C)O)nc2ccccc21 (centres undefined)	u	2.3%	-2.0%
Fc1ccc(-c2nnsc2Sc2ccccn2)cc1	-42.4%	4.9%	-3.9%
CCOC(=O)C1=C(C)NC2=C(C(=O)CC(C)(C)C2)C1c1coc2ccccc2c1=O (centres undefined)	-23.8%	-4.9%	-2.7%
O=C(CSc1nnc(COc2ccc(Cl)cc2)o1)N1CCN(c2ccccc2)CC1	-27.8%	0.0%	-5.7%
COC(=O)c1cccc(NC(=S)N2CCN(c3ccccc3F)CC2)c1	u	x	-15.6%
CCCCC(=O)Nc1ccc(NC(=O)CCCC)nc1	-18.3%	-4.2%	-3.8%
Cc1ccc2onc(CNC(=O)N3CCN(c4cc(Cl)ccc4C)CC3)c2c1	u	-5.1%	-6.8%
CC(C)C(=O)Nc1ccc(NC(=O)c2ccc([N+](=O)[O-])cc2Cl)cc1	18.4µM*	4.5%	8.7%
Clc1ccccc1C1=CC(c2ccco2)n2ncnc2N1 (centres undefined)	u	x	-3.9%
C=Cc1ccc(CSc2cc(C)nc3nc(C)nn23)cc1	u	x	-3.3%
Cc1ccc(/C=C/C(=O)O)cc1S(=O)(=O)N1CCCc2ccccc21	-0.3%	5.0%	1.2%
CCn1c(CN2CCOCC2)nc2cc(NC(=O)c3ccc([N+](=O)[O-])cc3)ccc21	-24.0%	-3.6%	-7.8%
CC1C(c2ccccc2)=NNc2nc3c(c(=O)n(C)c(=O)n3C)n21 (centres undefined)	11.6µM*	x	-11.7%
N#C/C(=C\c1ccc(OCC(N)=O)cc1)S(=O)(=O)c1ccccc1	-2.0%	2.7%	-0.6%
COc1ccc(Nc2nc(-c3ccccc3)c3ccccc3n2)cc1	-8.2%	5.3%	u
COC(=O)C1CCN(C(=O)c2cc(-c3ccc(Cl)s3)nc3ccccc23)CC1	-26.0%	-0.3%	-8.9%
CCOC(=O)c1ccc(-c2ccc3oc(-c4ccsc4)cc(=O)c3c2)cc1F	-14.6%	-3.3%	-0.6%
O=C(CNC(=O)c1ccccc1)N/N=C/c1cccs1	-2.7%	0.6%	-6.6%
O=C(NNC(=S)Nc1ccc(Br)cc1)c1ccccc1	u	6.0%	2.2%
O=C(NCc1ccc(OC(F)(F)F)cc1)c1cccc2c1C(=O)c1ccc(N3CCC(Cc4ccccc4)CC3)cc1S2(=O)=O	5.17µM*	-0.5%	-3.6%
Cc1cccc(N2CCN(C(c3cccs3)c3nnnn3C(C)(C)C)CC2)c1C (centres undefined)	22.4µM*	2.9%	-7.1%
Cc1cc(C)c(C(=O)N2CCCC(CNC(=O)C3(c4ccc(Cl)cc4)CC3)C2)c(=O)[nH]1 (centres undefined)	4.2%	1.2%	11.9%
COCCCn1c(=NC(C)=O)c(C#N)cc2c(=O)n3cccc(C)c3nc21	-28.9%	3.7%	-24.7%
CCOc1ccc(NC(=O)CSC2=NCCN2)cc1	-29.7%	-2.8%	125.2%[activator]
CCN(CC(=O)Nc1cc(Cl)ccc1C)C(=O)CN1C(=O)NC2(CCCC2)C1=O	-2.6%	-9.1%	-4.6%
O=S(=O)(c1ccccc1)c1nc(-c2cccs2)oc1NCC1CCCO1 (centres undefined)	u	4.1%	-5.9%
O=C(c1ccc2c(c1)OCO2)N(c1ccc(F)cc1)C1C=CS(=O)(=O)C1 (centres undefined)	-4.5%	x	30.9%[activator]
COc1ccc(CC(=O)N2N=C(C)CC2(O)c2cccnc2)cc1OC (centres undefined)	0.4%	0.0%	-4.9%
O=C(NCC1CCCO1)c1ccc(NS(=O)(=O)c2cccc([N+](=O)[O-])c2)cc1 (centres undefined)	-0.4%	2.5%	3.2%
CC(=O)c1cccc(NC(=O)c2cccc3ccccc23)c1	-4.0%	3.9%	-6.9%
CCOC(=O)/C(=C\c1ccc(OC)c(OC)c1)C(=O)c1cccnc1	u	7.0%	-0.7%
CCC1(c2ccc(F)cc2)NC(=O)N(CC(=O)N2CCN(C(=O)c3cccs3)CC2)C1=O (centres undefined)	2.9%	-8.7%	-2.0%
Cc1cccc(-n2c(Cc3ccccc3)nnc2SCC(=O)N2CCOCC2)c1	1.2%	3.0%	-3.9%
O=C(Nc1ccc2c(c1)OCO2)c1cc2nc(C3CC3)cc(C(F)(F)F)n2n1	-17.4%	-1.1%	-8.8%
CC(=O)Nc1cccc(C(=O)Nc2ccccc2N2CCOCC2)c1	25.9µM*	5.7%	-9.0%
CCC(C(=O)Nc1cccc(S(=O)(=O)N(C)c2ccccc2)c1)c1ccccc1 (centres undefined)	18.4µM*	0.8%	-12.9%
O=C(COC(=O)c1ccc(F)cc1F)NC(=O)Nc1ccc2c(c1)OCCO2	13.6%	1.8%	0.2%
COc1ccc2c(c1)c1c(c(=O)n(-c3cccc(C)c3)c(=O)n1CC(=O)N1CCCC1)n2C	u	5.6%	-28.1%
CSc1ccc(CN(C)C(=O)c2cc(S(=O)(=O)NCc3ccccc3)ccc2C)cc1	20.6µM*	x	1.2%
CC(C)NC(=O)Nc1cccc2c1O[C@H](CN(C)S(C)(=O)=O)[C@@H](C)CN([C@H](C)CO)C2=O	1.6%	-0.3%	0.0%
CCCCNC(=S)N(C)/N=C/c1ccccc1F	-0.2%	x	0.0%

Some of the entries so far, with bars between the fields.
mol | DT40 TDP1 no CPT | TDP1 block | GCN5L2 inh
CSc1ccc(CN(C)C(=O)c2cc(S(=O)(=O)NCc3ccccc3)ccc2C)cc1 | 20.6µM* | x | 1.2%
COc1ccc2c(c1)c1c(c(=O)n(-c3cccc(C)c3)c(=O)n1CC(=O)N1CCCC1)n2C | u | 5.6% | -28.1%

Single values from the list.
CSc1ccc(CN(C)C(=O)c2cc(S(=O)(=O)NCc3ccccc3)ccc2C)cc1 in GCN5L2 inh has 1.2%
CCCCNC(=S)N(C)/N=C/c1ccccc1F in GCN5L2 inh has 0.0%
CC(C)NC(=O)Nc1cccc2c1O[C@H](CN(C)S(C)(=O)=O)[C@@H](C)CN([C@H](C)CO)C2=O in TDP1 block has -0.3%
COc1ccc2c(c1)c1c(c(=O)n(-c3cccc(C)c3)c(=O)n1CC(=O)N1CCCC1)n2C in GCN5L2 inh has -28.1%

A portion of the library; rates above refer to the full screens.
